Compound activity: PubChem BioAssay, The Scripps Research Institute Molecular Screening Center
pPAFAH inh: pPAFAH enzyme inhibitors, primary screen, biochemical, fluorescence polarization, human; Platelet-activating factor acetylhydrolase (Homo sapiens), Q13093; recombinant pPAFAH, FP-rhodamine probe fluorescence polarization; inhibition, % at 3.39 µM; 1.5% of 330,000 active;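 active = inhibition above the mean inhibition across the screen plus 3 SD, cut at about 25% in these data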;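 also: inhibitors block binding of the rhodamine activity-based probe so polarization drops; 0% = enzyme with DMSO and 100% = wells lacking pPAFAH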
LYPLA1 inh: LYPLA1 inhibitors, primary screen, counter-screen for PME1 inhibitor project, biochemical, fluorescence polarization, FP-Rh probe ABPP; recombinant LYPLA1; inhibition, % at 5.9 µM; Acyl-protein thioesterase 1 (Homo sapiens), O75608; 0.16% of 320,000 active; AID 2174, 2009;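 active = inhibition above the mean of all tested compounds plus 3 SD, set per campaign, cut at about 14% in these data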;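 also: inhibitors block serine hydrolase probe labeling of LYPLA1 so polarization falls; 0% = enzyme with DMSO and 100% = wells lacking LYPLA1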
Target sequence (O75608 whole entry, looked up): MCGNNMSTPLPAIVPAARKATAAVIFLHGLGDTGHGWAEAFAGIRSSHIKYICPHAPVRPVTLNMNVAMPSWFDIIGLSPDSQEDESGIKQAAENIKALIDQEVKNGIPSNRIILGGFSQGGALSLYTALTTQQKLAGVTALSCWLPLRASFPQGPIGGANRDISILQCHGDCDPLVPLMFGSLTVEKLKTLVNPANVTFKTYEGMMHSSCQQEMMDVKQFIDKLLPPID
PREPL inhibitor: PREPL enzyme inhibitors, primary screen, biochemical, fluorescence polarization. 0.68% of 320,000 active. AID 2751, 2010. inhibition, % at 5.96 µM. Prolyl endopeptidase-like (Homo sapiens), Q4J6C6. recombinant PREPL, fluorescence polarization activity-based probe; in the data active = inhibition above about 43%;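 also: 0% = enzyme with DMSO and 100% = wells lacking enzyme; many of its hits are not listed in these tables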
PAFAH1B3 FP inh: PAFAH1B3 enzyme inhibitors, primary screen, biochemical, fluorescence polarization, human; recombinant PAFAH1B3, FP-rhodamine probe; inhibition, % at 3.39 µM; 0.28% of 340,000 active; AID 492972, 2010;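 active = inhibition above the screen-wide average of all tested compounds plus 3 SD, cut at about 25% in these data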;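 also: 0% = enzyme with DMSO only and 100% = wells lacking PAFAH1B3 protein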
GSTO1 counter: inhibitors of recombinant GSTO1, primary screen, counter-screen for RBBP9 inhibitor project, biochemical, fluorescence polarization. Glutathione S-transferase omega-1 (Homo sapiens), P78417. activity-based probe fluorescence polarization. inhibition, % at 5.96 µM. 1.1% of 300,000 active. AID 1974, 2009;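 active = inhibition above the campaign mean inhibition plus 3 SD, cut at about 35% in these data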;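 also: 0% = GSTO1-1 with DMSO and 100% = wells lacking GSTO1-1 enzyme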
Target sequence (P78417 whole entry, looked up): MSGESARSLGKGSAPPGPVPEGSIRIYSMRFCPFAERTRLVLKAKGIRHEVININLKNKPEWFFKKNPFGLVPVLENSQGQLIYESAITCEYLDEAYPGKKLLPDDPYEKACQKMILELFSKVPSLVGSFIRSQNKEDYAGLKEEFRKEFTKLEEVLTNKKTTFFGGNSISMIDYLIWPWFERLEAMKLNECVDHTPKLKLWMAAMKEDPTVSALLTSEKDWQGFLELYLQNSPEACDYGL
PAD4 inh: human PAD4 inhibitors, primary screen, biochemical, fluorescence polarization, 1536-well format. recombinant PAD4, RCA probe fluorescence polarization. AID 485272, 2010. Protein-arginine deiminase type-4 (Homo sapiens), Q9UM07. 0.41% of 330,000 active. inhibition, % at 6.36 µM;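 active = percent inhibition above a cutoff equal to the mean of all tested compounds plus 3 SD, cut at about 15% in these data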;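 also: 0% = PAD4 with RCA probe and DMSO and 100% = probe without PAD4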
PME-1 inh: PME-1 inhibitors via competitive probe labeling, primary screen, biochemical, fluorescence polarization, FP-Rh probe, HTS | Protein phosphatase methylesterase 1 (Homo sapiens), Q9Y570 | recombinant PME-1 | inhibition, % at 5.9 µM | 0.53% of 320,000 active | AID 2130, 2009;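 active = inhibition above the campaign mean of all compounds plus 3 SD, cut at about 26% in these data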;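 also: competitive labeling of PME-1 active site by serine hydrolase directed probe; 0% = PME-1 with DMSO and 100% = wells lacking PME-1 enzyme; inhibitors block probe labeling so polarization falls and inhibition rises; many of its hits are not listed in these tables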
LYPLA2 inh: LYPLA2 inhibitors, primary screen, counter-screen for PME1 inhibitor project, biochemical, fluorescence polarization, FP-Rh probe ABPP; Acyl-protein thioesterase 2 (Homo sapiens), O95372; inhibition, % at 5.9 µM; AID 2177, 2009; recombinant LYPLA2; 0.38% of 320,000 active;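 active = inhibition above the screen-wide mean plus 3 SD, limit set per campaign, cut at about 26% in these data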;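 also: 0% = LYPLA2 with DMSO and 100% = wells lacking LYPLA2 enzyme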
Target sequence (O95372 whole entry, looked up): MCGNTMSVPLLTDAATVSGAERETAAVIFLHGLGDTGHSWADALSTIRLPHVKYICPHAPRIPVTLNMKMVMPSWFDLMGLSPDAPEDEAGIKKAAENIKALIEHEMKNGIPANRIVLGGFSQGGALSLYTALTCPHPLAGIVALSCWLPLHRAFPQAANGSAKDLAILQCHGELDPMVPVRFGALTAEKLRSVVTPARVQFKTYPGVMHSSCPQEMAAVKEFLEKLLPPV
PAFAH1B2 inh: PAFAH1B2 enzyme inhibitors, primary screen, biochemical, fluorescence polarization, human; inhibition, % at 3.39 µM; recombinant PAFAH1B2, FP-rhodamine activity probe; AID 492953, 2010; 1.2% of 340,000 active;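 active = inhibition above the mean of all tested compounds plus 3 SD, cut at about 24% in these data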;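 also: 0% = enzyme with DMSO and 100% = wells lacking PAFAH1B2; many of its hits are not listed in these tables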
Target sequence (P68402 whole entry, looked up): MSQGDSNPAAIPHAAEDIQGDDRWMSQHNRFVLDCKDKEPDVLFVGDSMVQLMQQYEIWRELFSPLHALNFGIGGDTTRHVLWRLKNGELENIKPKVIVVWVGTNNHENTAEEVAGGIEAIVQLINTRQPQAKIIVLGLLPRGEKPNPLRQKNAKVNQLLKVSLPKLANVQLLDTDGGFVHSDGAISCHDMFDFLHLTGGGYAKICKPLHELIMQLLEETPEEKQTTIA
* marks the source's active call; other numbers are inactive results; nt = no result given. Only part of the results is shown, so the mix of outcomes need not match the whole.

mol	pPAFAH inh	PAFAH1B3 FP inh	LYPLA1 inh	PAFAH1B2 inh	PME-1 inh	LYPLA2 inh	PREPL inhibitor	PAD4 inh	GSTO1 counter
COc1ccccc1-n1c(SCC(=O)O)nnc1-c1ccc(S(=O)(=O)N2CCCCC2)cc1	9	8	2	6	-1	5	7	-3	3
CCOc1cc(C2NN=C(c3ccccc3)S2)ccc1OCc1ccc(F)cc1 (stereo unspecified)	-2	1	-3	-1	-2	-7	5	-7	-6
CCc1cc2c(SCC(=O)C(C#N)=C3N(C)c4ccccc4N3C)ncnc2s1	3	9	-5	-2	5	-9	17	-2	-5
COc1cccc(-c2nc3ccc([N+](=O)[O-])cc3o2)c1	2	-4	2	-1	4	5	9	3	12
OCn1c2ccccc2c2ccccc21	2	8	0	3	-4	2	-3	-1	-2
CCOC(=O)C(NC(=O)c1cccc(Cl)c1)(Nc1nnc(C)s1)C(F)(F)F (stereo unspecified)	2	-2	1	-1	1	-9	-1	-3	-5
CC1CCCCN1C(=O)c1c([N+](=O)[O-])cnn1C (stereo unspecified)	-2	5	-1	5	1	0	5	5	2
COc1cc(Br)c(/C=C/c2ccc3cccc(O)c3n2)cc1OC	7	9	5	5	-1	10	1	0	3
COc1ccnc(N=CNOCc2cccc(C(F)(F)F)c2)c1C#N	-3	-6	-1	5	-1	-7	8	-8	0
CC(=O)Nc1cccc(NC(=O)C2CCCN2C(=O)Nc2cccc(F)c2)c1 (stereo unspecified)	4	-2	1	2	-1	1	0	-4	3
Cn1c(=O)c2c(nc(Br)n2C/C=N/NC(N)=S)n(C)c1=O	-1	nt	-1	nt	-5	2	3	11	7
CC[C@H](CO)Nc1nc(Nc2cccc(Cl)c2)c2ncn(C(C)C)c2n1	20	-3	1	4	3	1	15	2	6
c1ccc(CN2CCN(c3nc(N4CCOCC4)c4ccccc4n3)CC2)cc1	13	0	-4	1	2	3	46*	5	3
Oc1c(N=NC(=S)Nc2ccccc2F)c2ccccc2n1Cc1ccccc1Cl	3	20	1	9	-3	11	32	1	-40
COc1ccc(NC(=O)N2CCCC2C(=O)NCc2ccc(F)cc2)cc1 (stereo unspecified)	-1	0	-3	-7	-1	4	4	0	-1
Cc1cc(Nc2ccccc2)n(-c2nc3ccccc3[nH]2)n1	7	8	0	-5	13	3	15	4	-5

An excerpt from the list above, as a working copy:
mol	pPAFAH inh	PAFAH1B3 FP inh	LYPLA1 inh	PAFAH1B2 inh	PME-1 inh	LYPLA2 inh	PREPL inhibitor	PAD4 inh	GSTO1 counter
COc1cc(Br)c(/C=C/c2ccc3cccc(O)c3n2)cc1OC	7	9	5	5	-1	10	1	0	3
COc1ccnc(N=CNOCc2cccc(C(F)(F)F)c2)c1C#N	-3	-6	-1	5	-1	-7	8	-8	0
CC(=O)Nc1cccc(NC(=O)C2CCCN2C(=O)Nc2cccc(F)c2)c1 (stereo unspecified)	4	-2	1	2	-1	1	0	-4	3
Cn1c(=O)c2c(nc(Br)n2C/C=N/NC(N)=S)n(C)c1=O	-1	nt	-1	nt	-5	2	3	11	7
CC[C@H](CO)Nc1nc(Nc2cccc(Cl)c2)c2ncn(C(C)C)c2n1	20	-3	1	4	3	1	15	2	6
c1ccc(CN2CCN(c3nc(N4CCOCC4)c4ccccc4n3)CC2)cc1	13	0	-4	1	2	3	46*	5	3
Oc1c(N=NC(=S)Nc2ccccc2F)c2ccccc2n1Cc1ccccc1Cl	3	20	1	9	-3	11	32	1	-40

Remaining list, next part.
mol	pPAFAH inh	PAFAH1B3 FP inh	LYPLA1 inh	PAFAH1B2 inh	PME-1 inh	LYPLA2 inh	PREPL inhibitor	PAD4 inh	GSTO1 counter
O=C(CN1C(=O)NC(c2ccccc2)(c2ccccc2)C1=O)N1CCN(c2ccccc2F)CC1	0	12	0	3	2	-1	34	2	nt
O=C1CSC(c2ccccn2)N1c1ccc(Br)cc1 (stereo unspecified)	0	7	3	0	1	4	1	-1	6
Nc1ccc(CSc2ccc(Cl)cc2)cc1	11	6	0	39*	3	2	11	-8	-10
O=C(C1=C[C@@H](c2coc3ccccc3c2=O)C[C@@H](OCCCCO)O1)N1CCN(Cc2ccccc2)CC1	2	4	0	-2	-2	-2	29	-1	2
Cc1ccc(S(=O)(=O)NN2C(=O)/C(=C/c3ccc(C(=O)O)cc3)SC2=S)cc1	6	0	5	6	0	3	4	1	-5
COc1ccc(CC(=O)NCc2ccc3c(c2)OCO3)cc1	-2	3	0	1	1	4	16	-4	12
COc1ccc2ccccc2c1-c1csc(N)n1	-3	5	-2	10	3	-5	1	0	4
Cn1nnnc1SCC(=O)Nc1sccc1C(N)=O	1	7	nt	2	nt	nt	1	-2	nt
COC1CCN(C(=O)c2cc(COc3ccc(-n4cncn4)cc3)on2)CC1	6	3	0	-3	0	-1	1	-5	2
CC(C)N1CCN(Cc2cccc3nonc23)CC1CCO (stereo unspecified)	1	7	3	2	2	3	4	-3	-2
CC1CCN(CC(=O)N2c3ccccc3CC2C)CC1 (stereo unspecified)	5	-1	1	1	5	4	4	3	10
COC(=O)COc1cccc(-n2cnnn2)c1	-1	1	5	1	-1	3	-9	-5	-4
Cc1cccc(NC(=S)NC23CN4CN(CN(C4)C2)C3)c1C	-1	16	-2	4	-9	0	9	-1	1
C=CCn1c(=NC(=O)C2CCCCC2)sc2cc(NC(C)=O)ccc21	10	-4	3	6	-5	2	2	1	-5
CC(NC(=O)CCc1c[nH]c2ccccc12)c1ccccc1 (stereo unspecified)	2	10	-1	12	-3	-4	-3	-4	17
CCOc1ccc(Nc2nc(Cc3nnc(SCC(=O)N(CC)CC)n3C)cs2)cc1	-1	-13	0	1	2	3	13	4	4
CCOc1c(C#N)c(C#N)c2nc(C)cc(C)n12	2	7	0	2	-2	-1	2	1	0
CC1=C(C(=O)OC(C)C)C(c2ccco2)NC(=O)N1 (stereo unspecified)	7	-3	1	6	-2	6	-8	-3	-6
Cc1cc(C)nc(-n2ncc3c2CC(c2cccc(Cl)c2)CC3=O)n1 (stereo unspecified)	4	7	-2	-1	7	-4	0	-1	3
COc1ccc(NC(=O)CCCCCN2C(=O)CCC2=O)cc1Cl	4	15	1	2	0	-3	4	-4	0
COC(=O)c1ccc(-c2nc3cc(N)ccc3o2)cc1	5	8	7	5	-4	9	-3	-1	1
O=C(Nc1nccs1)C1CCN(S(=O)(=O)c2cccnc2)CC1	6	2	0	4	1	0	-5	2	6
CS(=O)(=O)N1CCN(c2ccccc2NC(=S)NC(=O)c2ccco2)CC1	2	4	-6	4	13	3	0	-4	0
O=C(CCc1ccccc1)N1CCN(CCO)CC1	3	6	2	4	-4	-3	8	-3	2

With a hit mark in PAFAH1B2 inh, of those listed so far:
SMILES	pPAFAH inh	PAFAH1B3 FP inh	PAFAH1B2 inh	PME-1 inh	PREPL inhibitor	PAD4 inh
Nc1ccc(CSc2ccc(Cl)cc2)cc1	11	6	39*	3	11	-8

Other structures follow:
mol	pPAFAH inh	PAFAH1B3 FP inh	LYPLA1 inh	PAFAH1B2 inh	PME-1 inh	LYPLA2 inh	PREPL inhibitor	PAD4 inh	GSTO1 counter
CC(=O)Oc1c(C(=O)c2nnc(C)o2)c(=O)n(C)c2ccccc12	5	8	-1	-2	-10	0	-13	-1	-2
CCOC(=O)c1ccccc1NC(=O)c1ccc2nc[nH]c2c1	-1	6	-8	0	-1	-8	-30	-5	0
O=C(OCC(=O)N1CCN(C(=O)c2ccco2)CC1)c1sc2cc(F)ccc2c1Cl	3	2	2	6	-9	2	22	0	0
CCCCC(=O)/C=C/n1c(=S)oc2ccccc21	6	-1	1	7	8	3	0	2	4
O=C1c2ccccc2C(O)N1c1ccc(Cl)cc1 (stereo unspecified)	4	-3	-4	4	0	-8	-7	-2	2
CCOc1cc(N2CCOCC2)c(OCC)cc1NC(=O)Cn1cnnn1	-6	7	nt	2	nt	nt	12	-6	nt
CCN(CC)c1ccc(NS(=O)(=O)c2ccc(-c3ccc(=O)[nH]n3)o2)c(C)c1	68*	2	3	6	8	0	10	0	19
CCOc1c(Br)cc(CNc2ccc(N3CCOCC3)cc2)cc1OC	21	2	2	3	3	6	19	13	11
COc1ccc(CCNC(=O)c2cc3ccccc3oc2=O)cc1	1	13	-1	0	2	3	-6	-3	0
O=C(O)CCC(=O)OCc1c(-c2ccccc2)ncc2ccccc12	3	8	4	4	1	3	8	-2	nt
Cc1ccc(-n2nnnc2SCC(=O)c2cc(C)n(-c3cc(C)on3)c2C)c(C)c1	-2	7	-2	0	-4	-7	-9	1	5
Cn1c(C(=O)Nc2ccc3c(c2)OCCO3)cc2sccc21	13	-4	-1	0	6	4	10	-4	1
Cc1ccc2nc3c(cc(C(=O)NC4CCCCC4)c(=N)n3C3CCCCC3)c(=O)n2c1	4	-5	4	2	-4	4	14	6	5
Cc1ccc2c(c1)N(C(=O)CCC(=O)NC1CCCCCC1)CCO2	-1	6	6	2	-4	-1	-4	2	2
